HSF-1 act: increases HSF-1 driven luciferase reporter signal; actives 1.7% (n = 300,000); AID 504408; activation, % at 9 µM; NIH3T3-HGL HSF-1 luciferase reporter, MG132, 8 h; 100% = twice DMSO control signal;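 active = mean replicate activation of at least 50% with a set share of replicates each reaching 50%; inconclusive = only one of those two conditions met; inactive = mean below 50% and too few replicates reaching it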;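 also: 0% = median of the neutral control wells and 100% = twice that signal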
IEC-6 cytotox: kills IEC-6 intestinal cells in KLF5 counter-screen. IEC-6 cytotoxicity, luminescence viability. inhibition, % at 5 µM. actives 0.78% (n = 290,000); in the data active = inhibition above about 22%;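 also: 0% = plate median of test compound wells and 100% = cytotoxic reference compound wells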
aSyn 5UTR inh: MLPCN primary screen, SNCA 5' untranslated region; actives 0.82% (n = 300,000); inhibition, % (tested at 7.5 µM); AID 1813; alpha-synuclein 5'UTR reporter, inhibitor activity; in the data active = inhibition above about 60%; inconclusive = no clear call, values can overlap the other calls;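 also: H4 neuroglioblastoma cells stably carrying SNCA 5'UTR luciferase fusion; 0% = DMSO wells and 100% = positive control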
GSK3A inh: blocks human GSK-3 alpha kinase; ADP-Glo luminescence, 60 min; P49840; inhibition, % at 10 µM; actives 0.1% (n = 320,000);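 in the data active = inhibition above about 50%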;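 also: GST-tagged GSK-3 alpha with peptide substrate and 25 µM ATP; 0% = DMSO neutral wells and 100% = GW8510 positive control wells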
Target sequence (P49840 whole entry, looked up): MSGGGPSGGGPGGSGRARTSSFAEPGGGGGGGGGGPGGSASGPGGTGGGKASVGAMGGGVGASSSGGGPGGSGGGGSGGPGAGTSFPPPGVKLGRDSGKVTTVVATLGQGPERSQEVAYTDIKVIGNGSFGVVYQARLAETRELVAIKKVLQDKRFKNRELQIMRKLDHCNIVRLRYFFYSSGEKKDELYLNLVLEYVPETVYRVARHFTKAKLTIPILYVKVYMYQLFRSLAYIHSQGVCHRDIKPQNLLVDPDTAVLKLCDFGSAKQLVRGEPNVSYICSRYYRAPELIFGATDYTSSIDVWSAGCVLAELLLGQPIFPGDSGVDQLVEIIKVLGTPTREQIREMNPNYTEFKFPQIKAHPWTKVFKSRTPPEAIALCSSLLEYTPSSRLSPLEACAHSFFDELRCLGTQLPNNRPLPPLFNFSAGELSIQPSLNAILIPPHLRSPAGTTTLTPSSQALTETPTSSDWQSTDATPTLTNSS
HSP90 inh: blocks HSP90-mediated luciferase refolding in reticulocyte lysate; actives 0.91% (n = 290,000); inhibition, % at 5.6 µM; Rabbit reticulocyte lysate, luciferase refolding luminescence, 3 h;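 active = inhibition above the screen-wide mean plus 3 SD, computed separately per campaign, cut at about 16% in these data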;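 also: 0% = DMSO wells and 100% = 60 µM geldanamycin wells; inhibitors lower the luminescence because luciferase stays unfolded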
KLF5 inh: suppresses KLF5 promoter-driven expression; actives 0.23% (n = 290,000); AID 1700; inhibition, % at 5 µM; DLD-1 KLF5 promoter-luciferase reporter, luminescence;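 active = inhibition above a per-plate limit of that plate's mean compound inhibition plus 3 SD, cut at about 60% in these data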;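 also: 0% = DMSO wells and 100% = LY294002 at 200 µM; higher means less KLF5 promoter-driven luciferase light; inactives centre near -14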
Platelet DG rel: modulates dense granule release in human platelets; human platelet-rich plasma, SFLLRN dense granule ATP release, luminescence; inhibition, %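 (compounds screened at 7.5 µM in platelet-rich plasma)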; actives 0.22% (n = 300,000); AID 1663;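 active = mean replicate score, as percent of positive control, at or above 50; inconclusive = mean below 50 but at least one replicate at or above 50; inactive = mean and every replicate below 50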
GSK3B inh: human GSK3beta kinase inhibition. P49841. actives 0.038% (n = 300,000). GST-GSK3beta kinase, ADP-Glo luminescence, 60 min; hits give low values. activity score (negative = inhibition), % at 10 µM;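 active = more than half of replicate wells score below -50%, meaning over 50% inhibition versus plate controls; inconclusive = some replicates but at most half score below -50%; inactive = no replicate scores below -50%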;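 also: 0% = median DMSO wells and -100% = median GW8510 positive control wells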
Target sequence (P49841 whole entry, looked up): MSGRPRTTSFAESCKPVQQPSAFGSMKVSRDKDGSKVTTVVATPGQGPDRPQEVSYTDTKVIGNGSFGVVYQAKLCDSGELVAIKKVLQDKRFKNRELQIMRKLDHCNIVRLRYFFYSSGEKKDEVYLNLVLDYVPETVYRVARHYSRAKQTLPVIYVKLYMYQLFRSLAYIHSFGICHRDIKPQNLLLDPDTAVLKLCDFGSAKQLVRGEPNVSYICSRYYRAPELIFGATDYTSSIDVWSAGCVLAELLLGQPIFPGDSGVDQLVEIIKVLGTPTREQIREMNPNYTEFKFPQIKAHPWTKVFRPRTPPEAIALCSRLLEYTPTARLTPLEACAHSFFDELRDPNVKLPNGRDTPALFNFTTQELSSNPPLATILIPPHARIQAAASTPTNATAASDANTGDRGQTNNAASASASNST
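Test system – GST-tagged human GSK3beta kinase, cell-free · Incubation – 60 min enzyme reaction, room temperature · Signal – ADP-Glo luminescence · Also added – peptide substrate and ATP at 25 µM · Controls – DMSO neutral wells and GW8510 at 20 µM as positive · Buffer or medium – Tris/MgCl2 kinase buffer · Measure – Luminescence-derived activity versus plate DMSO and GW8510 wells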
HSF1 inhib: HSF1 inhibition. AID 2098. actives 0.77% (n = 300,000). activity change, negative = inhibition, % at 7.5 µM (by protocol). NIH3T3-HGL HSE-luciferase, MG132-induced, luminescence 8 h; hits give low values;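 active = more than half of replicate wells show activity change below -50%, luminescence cut by over half; inconclusive = some wells, but at most half, below -50%; inactive = no replicate well below -50%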;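 also: luciferase reports HSF-1 transcriptional activity via heat shock element; 0% = median of DMSO wells and -100% = zero luminescence signal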
Dyrk1A ADPGlo: blocks rat Dyrk1A kinase activity; Q63470; actives 0.43% (n = 310,000); inhibition, % at 12.5 µM; AID 504441; ADP-Glo luminescence, NFATc1 peptide; in the data active = inhibition above about 50%;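 also: plate controls were vehicle with enzyme for no effect and no enzyme for full effect; many of its hits are not listed in these tables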
Starred values were filed as active, the others as inactive; ? = inconclusive; . = no result given.

SMILES	HSF-1 act	IEC-6 cytotox	aSyn 5UTR inh	GSK3A inh	HSP90 inh	KLF5 inh	Platelet DG rel	GSK3B inh	HSF1 inhib	Dyrk1A ADPGlo
CCc1ccccc1S(=O)(=O)Cc1ccc(C(=O)NCc2cccs2)o1	0	-2	-11	.	-3	-7	-4	4	-2	4
CNC(=S)N1N=C(c2ccccc2)CC1c1ccc(OC)c(OC)c1 (stereo not drawn)	-6	-2	-33	-2	5	-2	-3	1	10	-3
Cc1ccc(NC(=O)CSc2nc3ccccc3nc2N2CCCC2)cc1	5	18	-2	-2	0	-39	16	4	13	-1
CC(C)(O)c1ccccc1CC[C@@H](SCC1(CC(=O)O)CC1)c1cccc(/C=C/c2ccc3ccc(Cl)cc3n2)c1	13	.	-48	-6	.	.	0	2	11	9
O=C1C=C(NNC(=O)c2ccccc2Br)CCC1	-5	0	-28	.	-5	-38	0	2	-1	-2
Cn1cnnc1SCC(=O)Nc1ccc(Cl)c(S(=O)(=O)N2CCOCC2)c1	-1	10	7	1	0	17	3	1	-1	-4
COC(=O)COc1ccc(S(=O)(=O)N2CCCCC2)cc1[N+](=O)[O-]	-9	3	-7	-1	3	14	9	-3	-7	-1
COc1ccc(Oc2nc3c(c(=O)n(C)c(=O)n3C)n2Cc2cccc(OC)c2)cc1	-20	9	14	-4	-2	7	-1	0	-2	2
Cc1noc(NS(=O)(=O)c2ccc(NC(=O)c3cc(=O)c4ccccc4o3)cc2)c1C	-3	-6	8	0	-9	-1	-4	-1	0	6
CCOc1ccc(Cn2cc(F)c(=O)[nH]c2=O)cc1	19	0	16	1	-3	7	-11	3	-1	0
CCN(CC)C(=O)CCNS(=O)(=O)c1ccc(C)cc1	-8	0	2	0	2	15	-1	2	-7	-3
O=C(Nc1cccc(C(F)(F)F)c1)c1sc(Cl)nc1C(F)(F)F	24	20	5	-2	2	-4	4	0	5	-5
O=C(NC(=S)N(CCO)Cc1ccccc1)c1ccc(F)cc1Cl	6	-1	9	-3	-3	-10	2	6	7	0
CCN1C(=O)[C@@H]2[C@@H](c3ccc(-c4ccc(Cl)c(Cl)c4)cc3)N3CCCC[C@@]3(C(=O)OC)[C@@H]2C1=O	-5	.	20	-2	.	.	3	-7	1	-5
Cc1onc(-c2c(Cl)cccc2Cl)c1CO/N=C(\C#N)c1c(Cl)cccc1Cl	12	-4	-5	-1	8	-21	6	0	1	.
CCN(CC(=O)N1CCN(C)CC1)S(=O)(=O)c1ccc(Cl)cc1	19	1	13	-1	1	-38	0	3	-3	15
COc1ccc(Cl)cc1NC(=O)c1ccccc1C	1	1	-5	3	-3	-7	12	2	3	12
Fc1ccc(Nc2nnc(C(F)(F)F)s2)cc1	2	2	-17	-2	5	-13	1	0	-2	-7
CCOc1cc(NC(=O)C2CC2)c(OCC)cc1NC(=O)c1ccccn1	9	1	29	1	3	-26	-3	-2	-2	0
COc1ccc(C2c3ccc(O)cc3Oc3ncn4nc(-c5ccccn5)nc4c32)cc1 (stereo not drawn)	-16	0	7	5	4	7	4	4	-1	6
CCCOc1ccc(C2NC(=S)NC(c3ccccc3)=C2C(=O)Nc2ccc(C)cc2)cc1OC (stereo not drawn)	2	1	-6	-2	3	-44	0	4	11	1
COc1ccccc1NC(=O)C1=C(C)NC(SCC(=O)c2ccccc2)=C(C#N)C1c1ccco1 (stereo not drawn)	?	-3	-33	.	1	-5	-22	-1	17	5
Cc1nn(Cc2c(Cl)cccc2Cl)c(C)c1NC(=O)c1sc2ccccc2c1Cl	17	10	-43	1	1	-4	0	3	6	-4
CCCCOc1ccccc1NC(=O)c1ccco1	-1	-7	12	2	1	-14	19	1	-1	6
Cc1ccc2c(c1)COc1c3ccc(C(=O)N4CCCCC4)cc3nn1-2	12	.	-108	-5	.	.	1	-3	22	-5
CC(C)N1CCc2c(sc(NC(=O)c3ccc4ccccc4c3)c2C(N)=O)C1	-64	18	-97	4	3	-25	-7	1	-60*	1
Cn1c(SCc2nc3ccccc3s2)nnc1-c1ccc2c(c1)OCO2	32	0	-72	-2	-2	-15	-5	-4	23	1
COC(=O)c1sc2ccccc2c1C(=O)OC	26	-2	6	.	-2	-24	-2	-3	13	6
COc1ccc(Cc2noc(CN3CCN(Cc4cccc(Cl)c4)CC3)n2)cc1OC	-1	2	13	-1	0	-22	-5	0	-6	-5
O=C(NNC(=O)c1cc(Br)ccc1Cl)c1csc(N2CCOCC2)n1	-13	10	5	0	1	13	-1	4	-3	6
Cc1cccc(OCC(=O)N/N=C/c2ccccc2C(=O)O)c1	1	5	-2	-1	3	20	0	3	-1	7
CCN(CC)S(=O)(=O)c1cccc(C(=O)OCC(=O)NCc2ccccc2OC)c1	-6	.	3	-4	.	.	-4	4	-8	-8
O=C1CN(C(=O)c2ccco2)C(c2ccc(F)cc2)c2cc(Cl)ccc2N1 (stereo not drawn)	10	0	-47	1	-2	-9	5	-1	7	-5
C/C(=N\O)C(C)(C)Nc1ccccc1F	-4	-1	11	-1	-1	-25	-3	-3	-2	.
CCCCc1nc2cc(C(=O)N3CCN(c4nc(C)cnc4C)CC3)ccc2o1	-7	1	-25	1	1	-104	-3	2	-4	8
CCN(CCNC(=O)C1CCN(S(C)(=O)=O)CC1)c1ccccc1	-2	-5	28	-3	-2	-29	-5	-3	0	-3
CC(=O)NC1C(O)OC(CO)C(O)C1O (stereo not drawn)	-3	.	-3	-2	.	.	-4	1	-8	-4
CCC(NC(C)C)C(O)c1ccc(O)c(O)c1 (stereo not drawn)	-14	3	-17	-2	0	-5	10	0	-10	8
Cc1nnc(N(C)C(=O)c2cnccn2)s1	5	0	24	-8	1	1	2	0	4	2
CN(C)c1cc[n+](CC(=O)c2ccc(Br)cc2)cc1	39	-3	7	-5	-2	-5	9	0	11	8
COc1cccc(C2C(C(=O)Nc3ccccc3)=C(C)N=c3s/c(=C/c4ccc(OCC(=O)O)cc4)c(=O)n32)c1 (stereo not drawn)	43	0	-7	-2	-3	1	2	2	4	2
CC(C)(O)/C=C1/Oc2ccccc2C1N1CCCCC1 (stereo not drawn)	16	-2	-8	.	-4	-3	0	3	2	2
O=C(CNC(=O)c1ccco1)OCC(=O)c1ccc(Cl)cc1	-4	4	31	-3	4	-11	-4	1	0	4
Cc1ccc(S(=O)(=O)N2CCOCC2)cc1NC(=O)CN1CCC(Cc2ccccc2)CC1	45	-3	3	3	1	-10	3	-1	8	2
COc1ccccc1N1CCN(c2ccc3ccccc3n2)CC1	11	6	-53	0	13	-51	18	1	15	3

Exported with values under each structure: two of the compounds above.
Value order – HSF-1 act	IEC-6 cytotox	aSyn 5UTR inh	GSK3A inh	HSP90 inh	KLF5 inh	Platelet DG rel	GSK3B inh	HSF1 inhib	Dyrk1A ADPGlo
> CCN(CC)S(=O)(=O)c1cccc(C(=O)OCC(=O)NCc2ccccc2OC)c1
→ -6	.	3	-4	.	.	-4	4	-8	-8
> CCC(NC(C)C)C(O)c1ccc(O)c(O)c1 (stereo not drawn)
→ -14	3	-17	-2	0	-5	10	0	-10	8

Further compounds.
SMILES	HSF-1 act	IEC-6 cytotox	aSyn 5UTR inh	GSK3A inh	HSP90 inh	KLF5 inh	Platelet DG rel	GSK3B inh	HSF1 inhib	Dyrk1A ADPGlo
CC1=NN(C(N)=S)C(=O)C1N=Nc1cccc(C(=O)O)c1 (stereo not drawn)	-16	2	11	-4	13	0	0	2	-11	-2
CCOc1ccc(N2CC(NS(=O)(=O)c3cccs3)CC2=O)cc1 (stereo not drawn)	1	.	12	0	.	.	-21	1	-1	19
N#CCCCCn1c(-c2cncs2)nc2ccccc21	-6	-3	16	-2	-1	8	0	5	-1	10
O=C(CCn1cnc2ccccc2c1=O)Nc1cccc(Cl)c1	-2	-6	-2	-1	0	-3	-2	0	0	-9
Cc1cc(F)ccc1S(=O)(=O)Nc1c(C)n(C)n(-c2ccccc2)c1=O	-4	0	5	0	1	-8	13	3	-2	-2
Cc1[nH]n(-c2ccccc2)c(=O)c1/C=N/NC(=O)c1ccc(O)cc1O	-3	-2	-12	3	-3	-64	5	-5	3	1
COc1ccccc1N1CCN(C(=O)c2ccc(C(C)(C)C)cc2)CC1	21	3	26	-3	1	-29	-1	1	9	5
COc1ccccc1C(=O)NCCC(=O)NCC(c1ccccc1)N(C)C (stereo not drawn)	7	3	1	1	1	1	-10	1	6	-6
O=C(Nc1nnc(-c2ccncc2)o1)c1ccccc1F	-9	-3	5	2	-4	-4	4	-1	-10	0
CC(=O)c1ccc(NC(=O)NC2CCCc3ccccc32)cc1 (stereo not drawn)	-2	8	-33	1	-1	-41	5	0	-9	2
O=C(N/N=C/c1c[nH]c2ccccc12)C1CC1(c1ccccc1)c1ccccc1 (stereo not drawn)	-13	5	0	-1	6	8	-1	-1	-5	3
CCc1ccc(NC(=O)c2cc(C)on2)cc1	58*	0	-44	0	16	-113	-1	1	21	2
Cc1ccc(C)c(-n2c(C)cc(/C=N/NC(=O)c3c(C)nc4cc(C)ccn34)c2C)c1	16	6	12	0	2	1	1	2	-5	3
COc1ccc(CCN(C)CC(O)COc2c(C)ccc(C)c2C)cc1OC (stereo not drawn)	9	2	17	2	5	9	-1	-1	5	8
COc1cc2ccccc2cc1C(=O)Nc1ccc2oc(=O)ccc2c1	4	8	1	10	2	-8	-29	2	1	3
Cc1ccccc1N(C)C(=O)c1coc(=O)c2ccccc12	-5	-3	5	-1	-3	1	0	-2	-1	2
Cc1ccsc1C(=O)N(C)CC(=O)N(CC(C)C)c1c(N)n(CC(C)C)c(=O)[nH]c1=O	3	.	-2	.	.	.	-30	1	7	-5
Cc1ccc2nc(N(CCCN(C)C)C(=O)CCc3ccccc3)sc2c1	-7	2	-10	3	-3	-17	-8	-2	-8	-1
O=C(CCC(=O)Nc1ccc(F)cc1)N/N=C/c1ccccc1	-19	5	-12	-1	3	-15	-11	-2	-2	-3
COc1ccc(-c2nnnn2C)cc1S(=O)(=O)NCc1ccccc1	23	0	-17	0	-3	-25	10	-1	9	5
C=CCSC1=N/C(=C\c2ccsc2)C(=O)S1	.	0	0	-1	1	-26	10	1	.	9
CCOC(=O)C1=C(c2cccc(Oc3ccccc3)c2)NC(=S)NC1C (stereo not drawn)	39	2	18	1	2	-13	3	0	14	-4
CCOc1ccccc1N1CC(C(=O)Nc2ccccc2N2CCOCC2)CC1=O (stereo not drawn)	-7	-7	16	1	-2	0	3	-2	-2	6
O=C(COC(=O)c1cc(-c2ccccn2)nc2ccccc12)Nc1ncc(C(F)(F)F)cc1Cl	-15	-1	-4	1	-2	-6	1	2	-8	-2
CC#CC[N+](C)(C)CC(=O)c1ccccc1	-2	-2	0	-2	6	-12	2	2	-4	-3
CSc1ccc(S(=O)(=O)N2CCC(C(=O)NC3CC3)CC2)cc1	-4	3	6	-2	2	-1	5	1	-4	-2
OC(CN1CCN(c2ccccc2)CC1)c1c[nH]c2ccccc12 (stereo not drawn)	16	7	25	0	1	7	-1	1	10	3
Cc1cc(OC(C)C(=O)NCCCn2ccnc2)c2c(C)c(C)c(=O)oc2c1 (stereo not drawn)	-6	-12	7	0	-3	-11	-1	1	-1	-3

Some of the compounds tested; count on the stated rates, not on these rows.
